High-throughput results: PubChem BioAssay, Broad Institute
mut p53 react: mutant p53 pathway re-activators, primary screen, cell-based, SW480, luciferase, single point, HTS; SW480 PUMA-promoter luciferase, p53 mutant reactivation; activation, % at 9.98 µM; 1.5% of 28,000 active; in the data active = activation above about 52%
STK33 inh: STK33 kinase inhibitors, primary screen, biochemical, luminescence, ADP-Glo, MBP substrate; 0.44% of 27,000 active; AID 2322, 2010; inhibition, % at 12.5 µM; Serine/threonine-protein kinase 33 (Homo sapiens), Q9BYT3; in the data active = inhibition above about 20%
Starred values were filed as active, the others as inactive; / = no result given; & = joins results of further samples. Some of the compounds tested; rates above refer to the full screens.

1: CCCCNc1ccc(C(=O)OCCN(C)C)cc1
2: O=C(O)CCC(=O)c1ccc(-c2ccccc2)cc1
3: COc1cc2ncn(-c3cc(OCc4ccccc4C(F)(F)F)c(C(N)=O)s3)c2cc1OC
4: C/C=C/C(=O)N(CC)c1ccccc1C
5: CCOC(=O)[C@H](CCc1ccccc1)N[C@@H](C)C(=O)N1Cc2ccccc2C[C@H]1C(=O)O
6: Nc1ccc(-c2cccc3c(=O)cc(N4CCOCC4)oc23)cc1
7: COc1ccc(C2CNC(=O)C2)cc1OC1CCCC1 (configuration not stated)
8: CCN(CC)CCOC(=O)c1ccc(N)cc1

| assay / compound | 1 | 2 | 3 | 4 | 5 | 6 | 7 | 8 |
| --- | --- | --- | --- | --- | --- | --- | --- | --- |
| mut p53 react | 2.9 | 25.1 | -65.7 | / | 1.9 | -49.5 | / | 1.8 |
| STK33 inh | -1.6 | -2.1 | / | 1.0 | -2.8 | / | 2.2 | -2.3 |

9: COc1ccc([C@H]2CNC(=O)C2)cc1OC1CCCC1
10: O=c1cc(-c2ccc(O)cc2)oc2cc(OC3OC(CO)C(O)C(O)C3OC3OCC(O)(CO)C3O)cc(O)c12 (configuration not stated)
11: COc1ccc(C[C@H]2COC(=O)[C@@H]2Cc2ccc(O[C@@H]3O[C@H](CO)[C@@H](O)[C@H](O)[C@H]3O)c(OC)c2)cc1OC
12: CC1Cc2ccccc2N1NC(=O)c1ccc(Cl)c(S(N)(=O)=O)c1 (configuration not stated)
13: CC(C)=CCOc1c2ccoc2cc2oc(=O)ccc12
14: CCC(NC(C)C)C(O)c1ccc(O)c2[nH]c(=O)ccc12 (configuration not stated)
15: CN(C)CCCC1(c2ccc(F)cc2)OCc2cc(C#N)ccc21 (configuration not stated)
16: Cc1ccc(N(CC2=NCCN2)c2cccc(O)c2)cc1

| assay / compound | 9 | 10 | 11 | 12 | 13 | 14 | 15 | 16 |
| --- | --- | --- | --- | --- | --- | --- | --- | --- |
| mut p53 react | -16.4 | 4.6 | -11.1 | -6.2 | -2.0 | 7.2 | 11.8 | -10.6 |
| STK33 inh | / | 15.7 | -3.2 | -3.7 | 0.4 | 1.2 | -1.3 | 2.7&-2.4 |

Along the list, as entered above:
mut p53 react, entries 9–16, in order: -16.4, 4.6, -11.1, -6.2, -2.0, 7.2, 11.8, -10.6
STK33 inh, entries 9–16, in order: /, 15.7, -3.2, -3.7, 0.4, 1.2, -1.3, 2.7&-2.4

Continued.
17: C[N+]1(C)CCC(=C(c2ccccc2)c2ccccc2)CC1
18: Oc1ccc(C2CNCCc3c2cc(O)c(O)c3Cl)cc1 (configuration not stated)
19: CCc1ccc(CCOc2ccc(CC3SC(=O)NC3=O)cc2)nc1 (configuration not stated)
20: C=CCN1CC(C(=O)N(CCCN(C)C)C(=O)NCC)CC2c3cccc4[nH]cc(c34)CC21 (configuration not stated)
21: Cc1ccc(=O)n(-c2ccccc2)c1
22: NC(=O)N1C(=O)C(C(=O)c2cccs2)c2cc(Cl)ccc21 (configuration not stated)
23: CCn1cc(C(=O)O)c(=O)c2cnc(N3CCNCC3)nc21
24: C=CCn1c(=O)n(C2OC(CO)C(O)C2O)c2nc(N)[nH]c(=O)c21 (configuration not stated)
25: COc1nccc(-c2c(-c3ccc(F)cc3)ncn2C2CCC(O)CC2)n1 (configuration not stated)
26: CC(=O)CCCCn1c(=O)c2c(ncn2C)n(C)c1=O

| assay / compound | 17 | 18 | 19 | 20 | 21 | 22 | 23 | 24 | 25 | 26 |
| --- | --- | --- | --- | --- | --- | --- | --- | --- | --- | --- |
| mut p53 react | 5.7 | / | / | 8.1 | 2.8 | 3.9 | / | 9.1 | -5.2 | / |
| STK33 inh | 2.2 | -0.1 | 2.9 | / | / | / | -0.8 | / | / | -5.0 |

In the list so far, these have an aryl methoxy group:
3: COc1cc2ncn(-c3cc(OCc4ccccc4C(F)(F)F)c(C(N)=O)s3)c2cc1OC
7: COc1ccc(C2CNC(=O)C2)cc1OC1CCCC1 (configuration not stated)
9: COc1ccc([C@H]2CNC(=O)C2)cc1OC1CCCC1
11: COc1ccc(C[C@H]2COC(=O)[C@@H]2Cc2ccc(O[C@@H]3O[C@H](CO)[C@@H](O)[C@H](O)[C@H]3O)c(OC)c2)cc1OC
25: COc1nccc(-c2c(-c3ccc(F)cc3)ncn2C2CCC(O)CC2)n1 (configuration not stated)

| assay / compound | 3 | 7 | 9 | 11 | 25 |
| --- | --- | --- | --- | --- | --- |
| mut p53 react | -65.7 | / | -16.4 | -11.1 | -5.2 |
| STK33 inh | / | 2.2 | / | -3.2 | / |
